Assay outcomes from PubChem BioAssay.
SENP8 block-1: blocks the human protease SENP8. Q96LD8. purified SENP8, Z-RLRGG-aminoluciferin cleavage, luminescence. inhibition, % at 10 µM. actives 1.2% (n = 330,000). AID 2540; in the data active = inhibition above about 50%
APOBEC3G inh: APOBEC3G (human) deaminase inhibition. Q9HC16. recombinant A3G, ssDNA deamination FAM/TAMRA fluorescence. inhibition, % at 20 µM. actives 0.28% (n = 330,000). AID 493012;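 active = inhibition of at least 40% at 20 µM, with no more than 30% in the related APOBEC3A deaminase screen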;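 note: plate controls were DMSO wells with A3G for no effect and wells lacking A3G enzyme for full effect; some compounds called inactive have numbers as strong as hits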
UBC13 polyUb: blocks human UBC13 polyubiquitin chain formation; P61088; TR-FRET; inhibition, % at 20 µM; actives 0.47% (n = 330,000); in the data active = inhibition above about 45%, passing the limit was not always enough
SENP7 block: SENP7 protease inhibition. Q9BQF6. recombinant SENP7, Z-RLRGG-aminoluciferin luminescence, 40 min. inhibition, % at 5 µM. actives 1.5% (n = 330,000). AID 434973;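 active = inhibition above about 50% at the single test dose, limit read from the data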;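 note: plate controls were DMSO with enzyme for no effect and no enzyme buffer wells for full effect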
Target sequence (Q9BQF6 706-1050 limits assumed): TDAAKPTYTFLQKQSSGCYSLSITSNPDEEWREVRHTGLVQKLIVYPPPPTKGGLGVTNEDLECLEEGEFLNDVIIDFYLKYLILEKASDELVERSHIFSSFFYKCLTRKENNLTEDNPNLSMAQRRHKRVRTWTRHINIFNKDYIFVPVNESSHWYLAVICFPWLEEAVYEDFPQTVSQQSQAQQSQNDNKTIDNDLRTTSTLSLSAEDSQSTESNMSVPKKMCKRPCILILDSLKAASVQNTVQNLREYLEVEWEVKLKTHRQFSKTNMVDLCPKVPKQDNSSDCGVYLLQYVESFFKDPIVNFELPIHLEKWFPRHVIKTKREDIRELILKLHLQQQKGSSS
SENP8 block-2: blocks human SENP8 cleavage of Nedd8 substrate; Q96LD8; recombinant SENP8, Nedd8 substrate fluorescence; inhibition, % at 20 µM; actives 0.64% (n = 360,000); AID 602440; in the data active = inhibition mostly above about 40%, no sharp cut-off; inactive = mostly below about 27%
SENP6 inh: SENP6 protease inhibition; actives 1.8% (n = 330,000); Q9GZR1; Recombinant SENP6 catalytic domain, aminoluciferin luminescence; inhibition, % at 10 µM;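 active = inhibition above about 50% at the single tested dose, limit read from the data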;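 note: plate controls were DMSO wells with enzyme for no effect and DMSO wells lacking enzyme for full effect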
Target sequence (Q9GZR1 628-1112 limits assumed): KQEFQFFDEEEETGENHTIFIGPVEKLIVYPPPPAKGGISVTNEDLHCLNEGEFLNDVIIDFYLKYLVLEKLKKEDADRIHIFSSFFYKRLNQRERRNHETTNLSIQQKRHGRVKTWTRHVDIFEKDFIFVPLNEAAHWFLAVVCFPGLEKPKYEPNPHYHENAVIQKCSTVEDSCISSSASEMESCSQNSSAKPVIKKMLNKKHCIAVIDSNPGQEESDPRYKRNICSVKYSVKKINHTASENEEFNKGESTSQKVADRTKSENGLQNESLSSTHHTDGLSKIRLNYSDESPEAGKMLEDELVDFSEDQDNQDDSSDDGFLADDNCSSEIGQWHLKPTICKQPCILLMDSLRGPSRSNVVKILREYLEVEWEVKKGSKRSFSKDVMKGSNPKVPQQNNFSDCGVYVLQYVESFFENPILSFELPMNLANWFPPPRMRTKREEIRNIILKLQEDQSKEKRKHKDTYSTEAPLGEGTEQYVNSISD
SENP1 inh: inhibitors of human SENP1 SUMO protease catalytic domain; recombinant SENP1 catalytic domain, CyPet-SUMO1-YPet FRET cleavage; inhibition, % at 10 µM; actives 0.21% (n = 360,000); AID 624204;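 active = inhibition at least 30% at 10 µM, raw YFP signal under a set limit, fluorescence ratio 0.5 to 1.5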;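 note: 0% = enzyme with DMSO and 100% = no enzyme wells; some results filed as inactive read as strong as hits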
Target sequence (Q9P0U3 419-644 limits assumed): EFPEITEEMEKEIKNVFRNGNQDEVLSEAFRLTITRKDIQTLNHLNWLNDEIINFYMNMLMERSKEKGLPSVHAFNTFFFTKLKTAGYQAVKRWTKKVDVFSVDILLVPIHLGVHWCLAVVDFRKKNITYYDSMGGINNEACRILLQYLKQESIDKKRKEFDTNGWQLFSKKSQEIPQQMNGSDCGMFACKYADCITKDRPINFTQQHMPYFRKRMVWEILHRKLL
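System: Recombinant human SENP1 catalytic domain, His6-tagged | Incubation: Enzyme reaction for 50 min at room temperature, dark | Medium: Tris pH 8 with BME, BSA, NP40 and catalase | Also added: 25 nM SUMO1 FRET substrate | Compound: 10 µM single point, 0.5% DMSO | Measured by: FRET fluorescence in CFP and YFP emission channels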
Apaf-1 inh: human Apaf-1 inhibition | O14727 | reconstituted apoptosome caspase-3 activity, DEVD-Rh110 fluorescence | inhibition, % at 20 µM | actives 0.71% (n = 330,000); active = inhibition of at least 40% at 20 µM;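 note: plate controls were DMSO wells for no effect and DEVD-CHO caspase inhibitor wells for full effect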
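Material: reconstituted apoptosome with Apaf-1, cytochrome c, caspase-9, procaspase-3, dATP; medium: pH 7.5 Hepes buffer with CHAPS, BSA, DTT; also added: cytochrome c and DEVD-Rh110 substrate; timing: 30 min plus 50 min, RT; signal: Rh110 fluorescence intensity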
* marks the source's active call; other numbers are inactive results; / = not tested or not shown.

SMILES	SENP8 block-1	APOBEC3G inh	UBC13 polyUb	SENP7 block	SENP8 block-2	SENP6 inh	SENP1 inh	Apaf-1 inh
COc1cccc(C(=O)OCC(=O)NCC2CCCO2)c1 (stereo not drawn)	-11.4	3.0	-15.0	13.6	4.4	9.9	2.0	0.4
N#Cc1nc(-c2ccco2)oc1NCCc1ccccc1	-4.3	-3.8	13.5	1.5	-364.4	-19.1	-3.3	0.9
CCOc1ccc2oc(C(=O)NCC(C)(C)CN(C)C)c(C)c2c1	-2.6	2.9	9.4	6.4	-207.5	10.6	-4.0	-0.1
COc1ccc(/C=C/C(O)=C2/C(=O)NC3(C)CC2c2ccccc2O3)c(OC)c1OC (stereo not drawn)	-0.6	-4.4	10.9	-0.1	-218.0	-23.2	-10.7	-2.5
O=C(NCc1ccccc1)C1CC(=O)N(c2ccc(OCC(=O)N3CCCC3)cc2)C1 (stereo not drawn)	-9.5	-4.0	-2.4	0.4	20.4	-26.6	-0.5	0.6
CCN1C=C(Cc2ccc(OC)cc2)C2=C(C1)C(c1ccc(OC)cc1)C(C#N)=C(N)O2 (stereo not drawn)	3.3	-7.7	-12.3	6.6	-51.8	-1.6	-29.4	7.8
COc1cc2c(cc1OC)C(C(=O)N(C)Cc1ccccc1)C(c1cccnc1)N(C)C2=O (stereo not drawn)	-2.7	-1.7	1.7	8.3	-3.6	-7.0	-0.6	-4.2
CCOC(=O)C(=O)Nc1ccc([N+](=O)[O-])cc1OC	-3.8	-1.6	1.2	-4.2	12.9	-4.2	3.8	-2.2
O=C(CSc1nnc(-c2cccc(Br)c2)o1)N1CCNC1=O	-11.1	-0.3	6.3	9.3	6.3	6.3	-0.2	6.2
O=C(C1CCCO1)N1CCN(C(=S)Nc2ccccc2F)CC1 (stereo not drawn)	-4.1	-1.5	-5.4	-2.5	8.6	-2.5	1.2	-0.2
CCOc1c(Cl)cnn(-c2ccc(C)cc2)c1=O	4.5	-5.9	-9.5	7.5	12.2	3.0	1.7	10.5
CC12CCC(C(=O)N(c3ccc(Cl)cc3)C1=O)C2(C)C (stereo not drawn)	-2.5	-5.9	-1.7	-4.3	28.5	-13.4	0.6	-1.4

Record cards, from the list above.
CCOC(=O)C(=O)Nc1ccc([N+](=O)[O-])cc1OC across the screens: SENP8 block-1 = -3.8; APOBEC3G inh = -1.6; UBC13 polyUb = 1.2; SENP7 block = -4.2; SENP8 block-2 = 12.9; SENP6 inh = -4.2; SENP1 inh = 3.8; Apaf-1 inh = -2.2
COc1ccc(/C=C/C(O)=C2/C(=O)NC3(C)CC2c2ccccc2O3)c(OC)c1OC (stereo not drawn) across the screens: SENP8 block-1 = -0.6; APOBEC3G inh = -4.4; UBC13 polyUb = 10.9; SENP7 block = -0.1; SENP8 block-2 = -218.0; SENP6 inh = -23.2; SENP1 inh = -10.7; Apaf-1 inh = -2.5
COc1cc2c(cc1OC)C(C(=O)N(C)Cc1ccccc1)C(c1cccnc1)N(C)C2=O (stereo not drawn) across the screens: SENP8 block-1 = -2.7; APOBEC3G inh = -1.7; UBC13 polyUb = 1.7; SENP7 block = 8.3; SENP8 block-2 = -3.6; SENP6 inh = -7.0; SENP1 inh = -0.6; Apaf-1 inh = -4.2

Later entries
SMILES	SENP8 block-1	APOBEC3G inh	UBC13 polyUb	SENP7 block	SENP8 block-2	SENP6 inh	SENP1 inh	Apaf-1 inh
Cc1ccc(C)c(S(=O)(=O)Nc2ccc3[nH]c(=O)[nH]c3c2)c1	2.1	-1.5	-6.4	0.8	2.3	17.2	-49.6	4.5
C=CCn1c(-c2ccc3ncccc3c2)n[nH]c1=S	0.1	56.3*	0.3	4.4	6.0	0.0	0.6	-3.9
O=C(NCC1CC1)c1ccc2c(c1)S(=O)(=O)c1cc(Cl)ccc1C2=O	-2.9	-9.7	-18.2	-0.2	12.0	-1.9	3.5	4.3
CCc1ccc(NC(=O)c2cc(Br)ccc2Br)cc1	-3.0	-6.3	5.0	-0.8	/	-18.0	/	9.5
COc1ccc(-c2noc3c2-c2nc(-c4ccccc4F)sc2CC3)cc1	-6.7	17.7	5.0	0.4	-183.1	-12.0	-1.5	16.8
Cc1ccc(S(=O)(=O)N2CCC(C(=O)NNC(=O)c3cccnc3)CC2)cc1	2.3	-3.0	24.8	-3.7	15.0	-2.5	2.1	-6.3
Cc1cc(C)n(/N=C/c2c[nH]c3ccccc23)c(=O)c1	0.9	-7.2	3.8	2.7	6.2	-13.0	0.5	-0.8
CCCCCOc1ccc(C(C)(O)C(CN2CCOCC2)c2ccccc2)cc1 (stereo not drawn)	0.6	-10.6	9.6	0.8	10.8	3.2	0.5	32.0
CC1CN(Cc2cc(=O)oc3cc(O)ccc23)CC(C)O1 (stereo not drawn)	-0.9	-5.2	3.3	3.9	-325.3	-23.5	-37.8	3.9
COc1ccc(NCc2nnc(SCC(=O)Nc3cc(C)cc(C)c3)o2)cc1	1.5	-0.3	-0.9	5.9	14.6	4.6	0.6	13.2
O=C1NC(c2ccccc2)=CC(c2ccccc2O)N1 (stereo not drawn)	-1.9	-6.6	-3.0	2.2	33.9	2.5	-2.6	-11.5
O=C(C[C@H]1C/C=C\C[C@@H](Cc2ccc(F)cc2)C(=O)OC[C@H]2CCCN2C1=O)NCCO	-0.8	-4.9	1.8	1.1	9.6	-4.6	0.2	-6.5
CCOC(=O)CSc1n[nH]c(NC(=O)c2cccc(C)c2)n1	-12.8	-2.0	12.0	6.1	11.6	-3.8	4.5	-13.2
O=[N+]([O-])c1cc(/C=N/N2CCN(C3c4ccccc4-c4ccccc43)CC2)ccc1Cl	1.9	-3.9	-17.8	1.7	47.0*	5.9	0.6	5.1
CC/C(=N\Nc1ccc([N+](=O)[O-])cc1[N+](=O)[O-])c1ccc(O)cc1	-3.1	-3.0	-75.3	0.3	27.0	-6.6	3.5	11.0
O=C(Nc1ccccc1F)C1CC1c1ccccc1 (stereo not drawn)	-10.1	-2.9	8.7	-1.4	31.3	-7.4	1.3	0.4
CCCCn1c(=O)c(CCC(=O)OC(C)C(=O)Nc2cccc(Cl)c2Cl)nc2ccccc21 (stereo not drawn)	-0.2	-1.1	10.7	6.3	-89.5	-9.7	-2.1	22.4
COc1cc2c(cc1OC)-c1cc(NC3CC3)nc(=O)n1CC2	-6.1	-7.0	-1.5	-6.1	-340.8	-12.7	-3.6	-8.4
Cc1ccc(S(=O)(=O)CCC(=O)OCC(=O)N(C)C2CCS(=O)(=O)C2)cc1 (stereo not drawn)	-5.7	-2.9	-0.9	10.9	16.2	-20.0	1.8	-3.0
CCCC1=NN2C(=N)/C(=C\c3cc(C)n(-c4cccc(C)c4)c3C)C(=O)N=C2S1	-1.2	-1.7	-3.6	-2.4	-322.8	-20.1	-102.3	23.3
O=C(CCNS(=O)(=O)c1ccc2[nH]c(=O)oc2c1)NCc1ccccc1	0.0	-3.4	3.0	-3.3	-8.7	-2.5	2.6	-17.1
CCN1CCN(C(c2nnnn2Cc2ccc3c(c2)OCO3)C(C)C)CC1 (stereo not drawn)	-4.7	-5.2	-0.3	-4.1	2.4	-14.8	0.1	1.1
CCOc1ccc(C(=O)NNC2CC(=O)N(Cc3ccc(Cl)cc3)C2=O)cc1OC (stereo not drawn)	-2.1	-15.8	-13.8	-3.9	-4.3	-12.1	-16.8	1.0
O=C(NCCN1CCOCC1)c1cnn2c1NC(c1cccs1)CC2C(F)(F)F (stereo not drawn)	4.6	-4.2	-3.2	7.7	6.4	-28.3	0.6	-5.3
CC(=O)N1CCc2cc(S(=O)(=O)CCC(=O)NCc3ccc(F)cc3)ccc21	-1.3	0.3	-1.3	8.6	18.0	-5.7	0.9	-13.5
Cc1ccc(CCNS(=O)(=O)c2ccc3c(c2)NC(=O)C(C)C(=O)N3)cc1 (stereo not drawn)	-5.3	-8.2	-2.5	-9.8	15.2	-14.5	-1.6	13.0
O=C(CNc1cccc(Cl)c1)c1ccc(Br)cc1	-8.4	-4.3	-12.8	-0.7	35.5	-23.3	1.3	0.1
COc1cc(CNc2ccc3[nH]c(=O)[nH]c3c2)ccc1OCc1ccc(Cl)cc1	-4.8	-1.1	-5.8	-9.5	-90.7	1.1	1.1	10.8
COc1ccccc1NC(=O)C1CCN(c2ncccn2)CC1	-1.5	-3.2	-1.9	2.1	-37.1	0.8	-2.6	-5.4
CCOC(=O)c1ccccc1N1C(=O)CSC1=S	1.7	-5.9	-4.9	3.0	-22.3	-6.5	3.6	-15.9
CCn1nc(C(=O)OCC(=O)N2c3ccccc3CC2C)c2ccccc2c1=O (stereo not drawn)	-2.2	-5.4	10.6	3.8	19.6	9.4	-3.1	12.5
CN1C(=O)COc2ccc(C(=O)c3ccccc3C(=O)O)cc21	-3.0	-5.1	5.4	-7.3	0.8	3.5	-2.9	-5.9
CN(C)c1ccc(C(=S)NCc2ccco2)cc1	-3.2	15.0	-10.9	3.7	-214.8	6.7	3.5	-19.9
COC(=O)CCCCCCCC(=O)Nc1nnc(C(F)(F)F)s1	-1.0	-3.6	7.4	6.0	18.7	-12.8	0.9	-2.5
Cc1cc(N=Nc2ccc(Cl)cc2)cc(CN2CCOCC2)c1O	-13.4	-7.3	-6.7	-7.9	18.7	-7.6	2.9	-1.1
Cc1nn(CC#N)c(=O)n1-c1cccc(F)c1	-8.4	-6.1	6.9	-2.2	13.2	0.1	1.3	-4.4
O=C(Nc1ccnn1C1CCN(Cc2cccc(F)c2F)CC1)C1CCCC1	-10.7	-6.3	-2.8	-2.7	4.7	-7.2	-1.1	11.4
Cc1ccc(C(=O)Nc2cccc(C(=O)NCc3ccco3)c2)cc1	-6.0	-6.2	-1.2	-5.2	12.7	-4.2	0.9	1.5
COC(=O)c1ccc(N2C(=O)C3CC=CC(C)C3C2=O)cc1 (stereo not drawn)	4.3	-8.1	6.7	5.8	10.9	-13.1	1.5	-1.9
COc1ccc(OCCNC(=O)c2ccc(C)cc2)cc1	-4.1	-2.6	1.2	5.6	8.5	-25.9	0.9	8.9
CCc1ccccc1-n1nnc(-c2ccccc2)n1	9.0	-4.7	5.4	-8.0	11.4	4.5	1.4	2.1
Nc1nc2sc3c(c2c(=O)s1)CCCC3	11.2	-4.9	15.5	-4.9	11.6	32.8	0.1	-11.2
COc1ccc(C(CNC(=O)CCNC(=O)c2ccccc2OC)N2CCCC2)cc1 (stereo not drawn)	5.9	-8.3	12.1	-5.3	-54.8	-0.1	-6.9	20.9
COc1ccc(C(=O)CN2C(=O)NC3(CCc4ccccc43)C2=O)cc1 (stereo not drawn)	-3.5	-0.3	1.0	5.2	4.6	-2.8	-2.1	11.7
CC1CN(CCCOc2ccccc2-c2ccccc2)CC(C)O1 (stereo not drawn)	-2.4	3.7	-10.6	5.3	24.9	8.2	3.0	0.9
COc1cccc(C(=O)COc2ccc(NC(=O)c3ccccc3)cc2)c1	-13.1	-1.6	-7.1	14.2	10.7	-9.1	0.3	9.0
COc1ccc(Cl)cc1C(=O)n1cnc2ccccc21	4.1	-8.2	-1.3	7.0	17.3	26.1	0.1	-6.5
Cc1ccc(N=C(NOC(=O)c2ccccc2)c2nonc2N)c(C)c1	5.6	3.2	1.9	-0.4	27.0	-12.4	-0.4	25.4
COCCCNC(=S)N/N=C/c1ccccc1O	4.0	-6.6	12.5	5.0	-98.2	7.3	-66.1	-8.1
O=C(Cn1c(=S)[nH]c2ccccc21)c1ccccc1	-8.1	-12.1	-7.3	-4.7	0.1	-2.2	0.9	9.8
COc1ccc(Cl)cc1C(=O)Nc1ccc(S(N)(=O)=O)cc1	-1.2	-2.4	1.7	11.4	14.3	-5.6	0.5	-12.0
CC(=O)/C(=C/N(C)C)C(=O)Nc1ccc(Cl)cc1Cl	77.6*	-1.4	1.2	4.8	1.3	10.3	-7.2	5.0
Cc1ccc(NC(=S)N2CCC(O)CC2)c(C)c1	-10.4	-7.8	5.1	4.6	25.1	-7.8	0.5	-15.1
